ATXN2 expr inh – ATXN2 expression inhibition; 360,000 tested, 0.72% active; Potency, µM (series often up to 57 µM), inactives show at the highest dose activity change, negative = inhibition, hits mostly inhibitors; HEK-293 ATXN2-luciferase reporter, luminescence, 24 h; further: on the % scale 0 is the no-effect control and ±100 the full control effect; nearly all actives have a fitted effect of over 55% in size
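ATXN2-luciferase reporter cells (luciferase flanked by upstream and downstream ATXN2 gene portions) were treated 24 h at 37 °C with compounds at up to 57 uM. SteadyGlo luminescence gave expression; GF-AFC fluorescence gave viability.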
MCF10A rerep – inducers of DNA re-replication in MCF 10A breast cells; MCF 10A DNA re-replication, Hoechst nuclear intensity, 48 h; Potency, µM (highest dose often 46.1 µM), for the others: at the top dose activity, positive = re-replication, most hits filed as activators; 350,000 tested, 2.9% active; further: % of control where 0% means no effect; nearly all actives have a fitted effect of over 50% in size
EPAC2 antag – blocks human EPAC2 exchange factor; Potency, µM (highest dose often 114 µM), for the others: top-dose activity, negative = inhibition, actives largely listed as inhibitors; AID 720708; 360,000 tested, 0.18% active; Q8WZA2; EPAC2 GEF exchange of Rap1B-BODIPY-GDP, fluorescence; further: on the % scale 0 is the no-effect control and ±100 the full control effect; nearly all actives have a fitted effect of over 45% in size; many of its hits are not listed in these tables
Target sequence (Q8WZA2 whole entry, looked up): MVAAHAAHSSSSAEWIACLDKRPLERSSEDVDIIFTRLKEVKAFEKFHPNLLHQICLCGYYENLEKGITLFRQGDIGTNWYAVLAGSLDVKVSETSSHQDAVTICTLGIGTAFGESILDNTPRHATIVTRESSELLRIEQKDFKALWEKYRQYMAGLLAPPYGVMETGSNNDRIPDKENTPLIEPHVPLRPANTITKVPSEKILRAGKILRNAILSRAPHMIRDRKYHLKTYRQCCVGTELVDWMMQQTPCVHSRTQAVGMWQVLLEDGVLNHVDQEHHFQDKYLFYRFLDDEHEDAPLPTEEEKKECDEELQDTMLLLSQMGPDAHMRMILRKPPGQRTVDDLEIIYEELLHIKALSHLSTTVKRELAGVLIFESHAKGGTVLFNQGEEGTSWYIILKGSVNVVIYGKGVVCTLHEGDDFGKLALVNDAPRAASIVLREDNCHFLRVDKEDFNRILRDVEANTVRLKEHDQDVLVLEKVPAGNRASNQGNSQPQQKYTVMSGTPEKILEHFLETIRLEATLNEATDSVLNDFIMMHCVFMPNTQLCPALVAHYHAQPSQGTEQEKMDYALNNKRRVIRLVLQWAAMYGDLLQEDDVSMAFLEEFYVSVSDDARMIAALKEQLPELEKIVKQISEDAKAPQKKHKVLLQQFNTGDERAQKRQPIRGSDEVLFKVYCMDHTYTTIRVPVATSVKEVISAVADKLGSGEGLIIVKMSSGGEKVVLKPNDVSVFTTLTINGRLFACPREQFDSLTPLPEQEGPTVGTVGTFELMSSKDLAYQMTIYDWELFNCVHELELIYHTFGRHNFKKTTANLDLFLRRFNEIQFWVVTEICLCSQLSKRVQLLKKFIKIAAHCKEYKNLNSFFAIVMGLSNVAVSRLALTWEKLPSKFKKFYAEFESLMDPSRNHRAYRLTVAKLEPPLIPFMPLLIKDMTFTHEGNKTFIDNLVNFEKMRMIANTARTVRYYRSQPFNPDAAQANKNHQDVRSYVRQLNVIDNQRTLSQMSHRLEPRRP
TGFb SMAD3 inh – blocks TGF-b signaling; Potency, µM (top dose mostly 46.1 µM), for the others: at the top dose activity, negative = inhibition, actives largely listed as inhibitors; AID 588855; 410,000 tested, 1.2% active; HepG2 CAGA-GFP TGF-b/SMAD3 reporter, GFP fluorescence, 18 h; TGF-beta stimulated, 500 pg/mL final; further: on the % scale 0 is the no-effect control and ±100 the full control effect; nearly all actives have a fitted effect of over 65% in size
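Using HEPG2 CAGA-GFP reporter cells at 1000 cells/well, we pinned test compounds, stimulated with recombinant TGF-beta (500 pg/mL final) and measured total well GFP after 18 h.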
Nrf2 block – blocks Nrf2 signaling; A549 ARE-Fluc reporter, luciferase luminescence, 18-24 h; Potency, µM (highest dose often 46 µM), for the others: at the highest dose activity change, negative = inhibition, hits mostly inhibitors; 360,000 tested, 2.1% active; further: on the % scale 0 is the no-effect control and ±100 the full control effect; nearly all actives have a fitted effect of over 60% in size
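Concentration-response testing used A549 ARE_Fluc cells at 5000 cells/well. Following an 18-24 h compound incubation, viability was read by fluorescence (Ex 405/Em 525) and luciferase output by luminescence.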
Nrf2 activator – activates Nrf2 signaling | AREc32 ARE-luciferase reporter (MCF7-derived line), luminescence, 24 h | 410,000 tested, 0.31% active | Potency, µM (highest dose often 46.1 µM), without a hit: top-dose activation, actives largely listed as activators | AID 624171; further: % of control where 0% means no effect; nearly all actives have a fitted effect of over 65% in size
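AREc32_Fluc, 1000 cells/well, OPTI-MEM + 5% FBS, o/n 37 deg C 5% CO2; 23 nL cpd by pin tool, 24 hr; Steady-Glo 30 min RT, luminescence.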
A549 tox – A549 cytotoxicity, counter-screen for Nrf2 inhibitors; A549 ARE-Fluc cells, CellTiter-Fluor viability, 18-24 h; Potency, µM (top dose mostly 46 µM), without a hit: at the top dose activity change, negative = cytotoxicity, most hits filed as inhibitors; 390,000 tested, 0.16% active; AID 504648; further: on the % scale 0 is the no-effect control and ±100 the full control effect
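A549 ARE_Fluc cells in 5% FBS OPTI-MEM were exposed to compounds in concentration-response for 18-24 h at 37 deg C. Viability was read by CellTiter-Fluor fluorescence (Ex 405/Em 525) after 30 min, before the luciferase read.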
S2 tox – viability counter-screen for ATXN expression inhibitors; S2 cells (HEK-293 line with an ATXN2-luciferase reporter) viability, CellTiter-Fluor protease fluorescence, 24 h; AID 651635; Potency, µM (top dose mostly 56.7 µM), hits mostly cytotoxic; 400,000 tested, 0.49% active; further: nearly all actives have a fitted effect of over 40% in size
HepG2 tox – counter-screen for TGF-b inhibitors: cytotoxicity in HepG2 cells. HepG2 CAGA-GFP viability, ATP luminescence, 18 h. Potency, µM (top dose mostly 46.1 µM), for inactives: at the top dose activity change, negative = cytotoxicity, hits mostly cytotoxic. 410,000 tested, 0.76% active. AID 588856; further: some results filed as inactive show a strong effect at the top dose
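CellTiter-Glo luminescence gave cytotoxicity after 18 hours at 37 degrees C. The cells were HepG2 CAGA-GFP in 1% FBS DMEM, stimulated with 500 pg/mL TGF-beta after compound addition. %Activity was normalised to no-cell wells (complete cell-killing) and DMSO (no toxicity), and curves were fitted and classified.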
An asterisk follows results filed as active; i = inactive; ? = inconclusive; nt = not tested or not shown; & = joins results of further samples; [ ] = another dose, or the depositor's remark. The call rests on the fitted dose curve; in most records, active means well fitted curve in the direction sought with a large enough effect; inconclusive means small, poorly fitted or top-dose-only effect, or another doubt; inactive means no such curve, though single readings can be large; an effect the other way counts as inactive or inconclusive. Potency means the concentration at half of the fitted maximal effect. Not all compounds are listed. The share of hits here may be higher or lower than overall.

SMILES	ATXN2 expr inh	MCF10A rerep	EPAC2 antag	TGFb SMAD3 inh	Nrf2 block	Nrf2 activator	A549 tox	S2 tox	HepG2 tox
Cc1ccc(NC(=O)C2CCN(S(=O)(=O)c3cccc4cccnc34)CC2)nc1	-8%	4%	10%	-16%	-3%	-0.3%	4%	i	-4%
CCOC(=O)c1cc2sccc2n1CC(=O)Nc1ccc(OC)cc1OC	-9%	-9%	-3%	3%	-1%	0.2%	-1%	?	-26%
CCOC(=O)C1(Cc2ccccc2Cl)CCN(C(=O)c2cc(C)on2)CC1	27%	9%	?	2%	7%	-0.3%	1%	i	-30%
O=C(c1ccc(C(F)(F)F)cc1)N1CCC(=O)N(C(COCc2ccc(C(F)(F)F)cc2)Cc2ccccc2)CC1 (configuration not stated)	?	?	-8%	?	?	0.6%	?	?	5%
COc1ccc(OCCC(=O)OCC(=O)NC2CCCCC2)cc1	14%	-4%	2%	-12%	-2%	0.6%	-3%	i	-14%
O=C(NNC(=O)c1csc(N2CCOCC2)n1)c1ccc(=O)[nH]c1	-2%	-2%	9%	-5%	4%	-0.6%	4%	i	-3%
CC(C)(C)OC(=O)NCCCC[C@H](NC(=O)c1nc[nH]c1C(=O)NCC(=O)OCc1ccccc1)C(=O)OC(C)(C)C	-26%	12%	-22%	0%	12%	-0.4%	4%	?	-5%
CCc1ccnc(NC(=O)NS(=O)(=O)c2ccc(C)cc2)c1	5%	-2%	4%	7%	8%	-0.7%	-1%	i	11%
O=C1CC(=O)Nc2cc(S(=O)(=O)N3CCN(c4ccc([N+](=O)[O-])cc4)CC3)ccc2N1	nt	2%	-3%	-4%	13%	-0.1%	2%	i	-1%
CC(NC(=O)CN(C)CC(=O)Nc1ccccc1Br)c1ccccc1 (configuration not stated)	nt	17%	5%	-1%	-16%	0.6%	1%	i	18%
CC1(C(=O)NS(=O)(=O)c2ccc(C#N)cc2)CCN1C(=O)Cc1ccc(-c2ccccc2)cc1 (configuration not stated)	3%	nt	1%	13%	nt	-0.2%	nt	i	-1%
N#Cc1c(N)oc(-c2cccs2)c1-c1cccs1	-2%	-1%	-1%	10%	nt	8.1%	8%	i	3%
Cn1cncc1C#Cc1ccc(N2C(c3ccsc3)=Cc3ccc(F)cc3C2c2c[nH]c3ccccc23)cc1 (configuration not stated)	-12%	nt	12%	nt	nt	6.4%	nt	i	nt
CSc1nnc(N2C(=O)C(O)=C(C(=O)c3ccco3)C2c2ccc(F)cc2)s1 (configuration not stated)	nt	9%	1%	26%	-5%	-0.5%	0%	nt	-17%
CCCOc1cccc(C2c3c(oc4ccc(F)cc4c3=O)C(=O)N2c2nc(C)c(C(C)=O)s2)c1 (configuration not stated)	7%	nt	nt	3%	-3%	-0.4%	-8%	i	-4%
O=C(NCCCCCCCN1CCCCCCC1)C(C1CCCCC1)C1CCCCC1	?	2%	-10%	18µM*	1%	4.8%	?	nt	-3%
CN1CCN(c2nc(-c3cccs3)nc3ccccc23)CC1	nt	?	0%[57.1 µM]	1%	-24%	15%	0%	?	-21%
O=C(CN1CCN(c2cccc(Cl)c2)CC1)Nc1nccs1	?	0%	3%	4%	-1%	0.2%	-1%	i	1%
C/C(=N\NC(=O)Cc1cccn1C)c1cccs1	2%	0%	1%	-31%	-3%	5.2%	0%	i	11%
O=C(OCC(=O)N1CCc2ccccc2C1)c1cccc([N+](=O)[O-])c1	nt	-9%	0%	-13%	-16%	0.3%	-3%	i	8%
O=C(OCC(=O)N1CCN(c2ccccc2)CC1)c1cc(Br)ccc1Cl	4%	-6%	-6%	16%	2%	-0.5%	-1%	i	8%
COCCNC(=O)C(=O)c1cc(C)n(-c2ccc([N+](=O)[O-])cc2)c1C	0%	-8%	4%	3%	nt	0.1%	-2%	i	0%
Cc1ccc(S(=O)(=O)N2[C@@H](c3ccccc3F)C(C(=O)O)=CC[C@H]2c2ccc3c(c2)OCO3)cc1	7%	0%	-21%	-7%	-8%	-0.3%	-3%	i	3%
O=C(O)[C@@H]1CCCN1C(=O)CCc1c[nH]c2ccccc12	-3%	7%	-1%	0%	-3%	0.0%	-1%	i	2%
C=CCn1c(-c2ccc([N+](=O)[O-])cc2)n[nH]c1=S	-3%	7%	-11%	-19%	-22%	-0.6%	-13%	i	-3%
Cc1c(C(=O)NC2CC(=O)N(c3ccc4c(c3)OCCO4)C2)cccc1[N+](=O)[O-] (configuration not stated)	5%	-3%	1%	-4%	7%	0.1%	2%	i	5%
Cc1cc(C)cc(C(=O)NCC(=O)OCC(=O)Nc2cccnc2Cl)c1	-15%	0%	-3%	1%	-3%	-0.2%	-1%	i	-4%
CC(=O)c1ccc(C(=O)N(CCCN(C)C)c2nc3c(C)c(C)ccc3s2)cc1	-31%	nt	nt	?	7%	6.2%	9%	i	-57%
O=C(CCCn1c(=O)c2cccn2c2ccccc21)NCCc1ccc(Cl)cc1	nt	nt	nt	-26%	?	-1.1%	-4%	nt	-30%
O=C(c1cccs1)N1CCN(c2cccc(Cl)c2)CC1	-35%	-1%	-5%	-2%	-17%	-0.1%	6%	i	-30%
COC(=O)c1sccc1NC(=O)c1cccnc1	-7%	-1%	-9%	1%	12%	?	1%	i	-30%
CC(NC(=O)CCNS(=O)(=O)c1cccc2nonc12)c1ccccc1 (configuration not stated)	6%	-3%	-11%	-22%	2%	0.3%	6%	i	-15%
Cc1cc(NS(=O)(=O)c2ccc(-c3ccccc3)cc2)no1	-2%	0%	-4%	-2%	?	0.3%	-15%	i	-10%
O=C(NC1=NCCS1)C1CCCCC1	-1%	-2%	7%	4%	1%	-0.5%	-2%	?	22%
Cc1ccc(C(=O)Nc2cccc(O)c2)cc1S(=O)(=O)N1CCCCCC1	2%&16%	?	-14%	?	41%&8%	11%&2.7%	3%&-4%	?	0%&-26%
O=C(Nc1ccc2oc(-c3cccc4ccccc34)nc2c1)c1ncn[nH]1	45%[activator]	?	-6%	-1%	?	2.5%	-13%	i	-34%
Cc1sc(-c2ccncc2)nc1OC(=O)c1cc(Cl)cc(Cl)c1	3%	-4%	-9%	0%	5%	-0.7%	-6%	i	12%
COc1ccc(N2C(=O)c3ccccc3NC23CCCC3)cc1	9%	-49%[inhibitor]	11%	0%	18%	-1.0%	3%	i	0%
CC(=O)c1ccc(NC(=O)/C(=C\c2ccc(F)cc2)NC(=O)c2ccco2)cc1	3%	6%	9%	-15%	-1%	2.1%	-4%	i	-12%
Nc1cc(-c2ccc(OC(F)(F)F)cc2)nn1-c1ccc(Cl)c(Cl)c1	-37%	?	-7%	?	-13%	4.1%	1%	?	-103%
COc1cc(-c2nc(-c3ccc(Br)o3)no2)cc(OC)c1OC	1%	16%	1%	0%	-4%	3.5%	2%	i	-16%
CN(C)CCCN(C(=O)COc1ccccc1)c1nc2c(Cl)cccc2s1	-14%	0%	-3%	2%	12%	-0.2%	0%	?	-20%
COc1ccc(COc2cc(-c3cccc(OC)c3)nc3ccc(NC(=O)C(C)C)cc23)cc1	8%	?	-4%	-13%	?	-1.0%	-5%	?	13%
Cc1ccccc1NC(=O)c1cccc2nc3ccccc3nc12	-20%	?	6%	2%	5.2µM*	0.4%	-27%	i	-25%
CC(C)(C)c1cc(N2CCOCC2)n2ncc(-c3ccccc3)c2n1	-3%	19%	-14%	5%	5%	-0.9%	2%	i	7%
COCc1cc(=O)n2[nH]c(C)c(-c3ccccc3)c2n1	-9%	?	-3%	3%	-22%	0.8%	-10%	i	-36%
CCOC(=O)C1CCN(C2=NC(=O)/C(=C/c3ccc(O)cc3)S2)CC1	-18%	-13%	4%	18%	4%	3.2%	-6%	i	-10%
CC(=O)Nc1ccc(S(=O)(=O)NC2CC(=O)N(c3ccc4c(c3)OCCO4)C2)cc1 (configuration not stated)	0%	26%	4%	0%	0%	-0.3%	-3%	i	1%

An excerpt from above, reduced to Nrf2 block:
smiles	Nrf2 block
COCc1cc(=O)n2[nH]c(C)c(-c3ccccc3)c2n1	-22%
CCOC(=O)C1CCN(C2=NC(=O)/C(=C/c3ccc(O)cc3)S2)CC1	4%

Other structures.
SMILES	ATXN2 expr inh	MCF10A rerep	EPAC2 antag	TGFb SMAD3 inh	Nrf2 block	Nrf2 activator	A549 tox	S2 tox	HepG2 tox
Cc1cccc(C(=O)O/N=C2\CCSc3ccc(C)cc32)c1	-11%	-1%	-5%[57.1 µM]	2%	-31%	4.0%	13%	i	-18%
CN(C(=O)c1ccc(NC(=O)Cc2cccc(NC(=O)C3CCN(C(=O)C4CC4)CC3)c2)cc1)C1CC1	5%	-9%	17%	3%	-16%	0.7%	4%	i	-27%
C/C(=N\Nc1cccc2cccnc12)c1ccccn1	-34%	?	1%	?	?	0.4%	-8%	?	-57%
O=C(O)CCNS(=O)(=O)c1cccc2nsnc12	3%	-4%	-3%	1%	9%	-0.7%	-2%	i	6%
CC(C)OC(=O)c1ccc(COC(=O)CNC(=O)c2ccco2)cc1	0%	-8%	-1%	-11%	?	-0.5%	-13%	i	-4%
COc1ccc(NC(=O)CN(C)C(=O)Cn2c(=O)oc3ccccc32)cc1	-3%	3%	-9%	16%	-13%	3.4%	-13%	i	-3%
O=C(O)C(c1ccccc1)C(O)C1CCCC1 (configuration not stated)	0%	1%	-7%	?	13%	0.2%	-2%	i	-2%
O=C(Nc1ccc(Br)cc1F)C1CCCO1 (configuration not stated)	13%	3%	1%	1%	2%	-0.3%	-2%	?	4%

Arranged by value in TGFb SMAD3 inh (high to low): five from the list above.
| SMILES | EPAC2 antag | TGFb SMAD3 inh | Nrf2 activator |
| --- | --- | --- | --- |
| COc1ccc(NC(=O)CN(C)C(=O)Cn2c(=O)oc3ccccc32)cc1 | -9% | 16% | 3.4% |
| CN(C(=O)c1ccc(NC(=O)Cc2cccc(NC(=O)C3CCN(C(=O)C4CC4)CC3)c2)cc1)C1CC1 | 17% | 3% | 0.7% |
| Cc1cccc(C(=O)O/N=C2\CCSc3ccc(C)cc32)c1 | -5%[57.1 µM] | 2% | 4.0% |
| O=C(Nc1ccc(Br)cc1F)C1CCCO1 (configuration not stated) | 1% | 1% | -0.3% |
| CC(C)OC(=O)c1ccc(COC(=O)CNC(=O)c2ccco2)cc1 | -1% | -11% | -0.5% |

Assay outcomes deposited in PubChem BioAssay by National Center for Advancing Translational Sciences (NCATS).
